PERK inh: block of dimerizer-induced PERK translation repression, primary screen, PERK inhibitor project, CHO PERK-DD cells, SEAP luminescence, HTS; Eukaryotic translation initiation factor 2-alpha kinase 3 (Homo sapiens), Q9NZJ5; CHO PERK-DD fusion, SEAP luminescence translation reporter; inhibition, % at 5.6 µM; 0.17% of 220,000 active; AID 1416, 2008;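 active = inhibition above the mean inhibition of all tested compounds plus 3 SD, set separately per screening campaign, cut at about 2.9% in these data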;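 also: PERK kinase domain activated by AP20187 dimerizer at 100 nM; 0% = DMSO with dimerizer and 100% = rapamycin at 8.4 µM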
Wee1 stabilizer: Wee1 degradation inhibitors, primary screen, cell-based, HeLa, Wee1K328M-luciferase, luminescence; 1.2% of 220,000 active; reporter increase, % at 5 µM; Wee1-like protein kinase (Homo sapiens), P30291; AID 1321, 2008; HeLa Luc-Wee1K328M stability; 100% = proteasome inhibitor MG132 effect;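 active = activation above the mean of all tested compounds plus 3 SD, set per screening run, cut at about 8.8% in these data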;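 also: cells exposed to compound for 20 h before luminescence read; 0% = DMSO alone and 100% = MG132 at 30 µM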
NPY-Y2 PAM-ag: NPY-Y2 potentiators or agonists, primary screen, cell-based; cells expressing NPY-Y2, potentiator/agonist read-out; activation, % at 3.6 µM; 0.45% of 220,000 active; in the data active = activation above about 27%;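 also: cells stimulated with NPY near EC25 plus isoproterenol at EC100; 0% = vehicle plus submaximal agonist and 100% = vehicle plus saturating agonist; some results beyond the cut were filed as inactive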
Target sequence (P49146 whole entry, looked up): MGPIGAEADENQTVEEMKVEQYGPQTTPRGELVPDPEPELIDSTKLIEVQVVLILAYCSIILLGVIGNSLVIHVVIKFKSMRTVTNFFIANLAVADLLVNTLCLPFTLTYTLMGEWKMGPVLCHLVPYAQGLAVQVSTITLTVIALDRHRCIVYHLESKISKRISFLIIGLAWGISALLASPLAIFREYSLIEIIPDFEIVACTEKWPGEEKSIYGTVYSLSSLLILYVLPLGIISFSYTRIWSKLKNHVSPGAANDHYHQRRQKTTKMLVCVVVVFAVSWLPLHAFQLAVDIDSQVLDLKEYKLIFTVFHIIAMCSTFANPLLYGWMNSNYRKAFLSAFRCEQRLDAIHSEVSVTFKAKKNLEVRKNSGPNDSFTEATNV
Ba/F3 V617F tox: reduced viability of JAK2V617F-dependent Ba/F3 cells, primary screen, JAK2V617F inhibitor project, cell-based, Ba/F3 EpoR-JAK2V617F, luminescence; ATP luminescence; inhibition, % at 5.6 µM; 1.1% of 220,000 active; AID 1446, 2008;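 active = inhibition above the campaign mean plus 3 SD over all tested compounds, cut at about 24% in these data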;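 also: cytokine-independent growth of Ba/F3 cells driven by EpoR plus mutant JAK2; 0% = DMSO-treated cells and 100% = JAK inhibitor I control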
Mdm2 ligase inh: MDM2-luciferase reporter signal enhancers, primary screen, MDM2 E3 ligase inhibitor project, cell-based, luminescence, 1536-well; E3 ubiquitin-protein ligase Mdm2 (Homo sapiens), Q00987; cell-based MDM2 ubiquitination luciferase reporter, 2 h; 0 = plate control, 100 = twice control, blank-subtracted; signal enhancement, % at 5 µM; 0.11% of 210,000 active; AID 1230, 2008;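 active = signal enhancement of 30% or more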;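 also: luminescence tracks abundance of the self-degrading MDM2-luciferase fusion protein; higher signal means inhibition of MDM2 E3 ligase activity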
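Material: Stable MDM2–luciferase fusion reporter cells | Amount: 2000 cells seeded into each well | Dosing: One concentration, 5 µM, with 0.2% DMSO | Incubation: 4 h cell settling then 2 h compound exposure, 37 °C | Measured by: Luciferase luminescence | Read-out basis: % enhancement relative to plate controls after blank subtraction | Benchmarks: Control and blank well means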
eIF4E 4G PPI: eIF4E–eIF4G protein interaction inhibitors, primary screen, biochemical, uHTS, TR-FRET, eIF4GI fragment | inhibition, % at 21.7 µM | TR-FRET eIF4E-eIF4GI(517-606) binding, 2 h | 0.37% of 220,000 active;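 active = inhibition above about 30%, limit read from the data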;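 also: 0% = full FRET control wells and 100% = background wells lacking eIF4GI fragment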
BaF3 tox: parental Ba/F3 cell viability inhibition, counter-screen for JAK2V617F inhibitor project, murine pro-B, CellTiter-Glo luminescence. inhibition, % at 5.6 µM. 1.1% of 220,000 active. CellTiter-Glo ATP luminescence;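 active = inhibition above a per-campaign cutoff, the mean inhibition of all tested compounds plus 3 SD, cut at about 27% in these data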;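 also: 0% = DMSO wells and 100% = JAK Inhibitor I control wells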
S1P4 antagonist: S1P4 receptor antagonists, primary screen, cell-based. 0.26% of 220,000 active. Sphingosine 1-phosphate receptor 4 (Homo sapiens), O95977. inhibition, % at 4.98 µM. S1P4-expressing cells, antagonist mode, reporter read-out; in the data active = inhibition above about 29%;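 also: 0% = wells stimulated with agonist and 100% = vehicle wells without agonist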
Target sequence (O95977 whole entry, looked up): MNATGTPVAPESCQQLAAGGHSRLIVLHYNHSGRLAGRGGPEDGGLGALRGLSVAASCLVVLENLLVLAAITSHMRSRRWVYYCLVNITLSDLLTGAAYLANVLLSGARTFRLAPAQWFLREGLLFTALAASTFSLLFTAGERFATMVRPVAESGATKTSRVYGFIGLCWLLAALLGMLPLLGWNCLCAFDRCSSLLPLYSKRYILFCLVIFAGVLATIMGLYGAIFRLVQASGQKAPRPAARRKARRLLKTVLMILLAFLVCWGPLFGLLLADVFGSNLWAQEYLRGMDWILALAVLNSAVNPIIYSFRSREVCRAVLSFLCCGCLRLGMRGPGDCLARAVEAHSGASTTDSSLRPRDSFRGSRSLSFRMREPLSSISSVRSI
S1P4 ag: S1P4 receptor agonists, primary screen, cell-based; S1P4-expressing cell line, agonist reporter assay; activation, % at 4.98 µM; 0.35% of 220,000 active; AID 1509, 2009; in the data active = activation above about 11%;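 also: 0% = DMSO vehicle and 100% = reference agonist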
Starred values were filed as active, the others as inactive; . = not tested or not shown; [ ] = dose if it differs, or a comment.

SMILES	PERK inh	Wee1 stabilizer	NPY-Y2 PAM-ag	Ba/F3 V617F tox	Mdm2 ligase inh	eIF4E 4G PPI	BaF3 tox	S1P4 antagonist	S1P4 ag
CCc1cc2cc3c(cc2nc1SCC(=O)N1CCN(C(=O)c2ccco2)CC1)OCO3	-1.0	0	11	1	-3	1	5	4	0.1
CSc1nc2ccc(S(=O)(=O)NC3CCCCC3)cc2s1	-0.8	1	-3	-1	-22	-1	2	-1	-0.8
COc1ccc(C(NC(=O)c2ccc(F)cc2)c2ccccc2)cc1 (stereo not drawn)	0.9	9	6	0	-10	-3	6	-15	-0.2
COc1ccc(O)c(C(=O)c2cnn(C(=O)c3cccc(S(=O)(=O)N4CCOCC4)c3)c2)c1	-0.9	1	-6	3	-6	-3	3	-24	-0.7
C#CCOCCOCCOCCNc1nc(N2CCN(C(=O)[C@H](CCC(=O)O)n3cc(C(N)Cc4ccc(O)cc4)nn3)CC2)nc(N2CCN(C(=O)[C@H](CCC(=O)O)n3cc(C(N)[C@H](C)CC)nn3)CC2)n1 (stereo partly drawn)	2.7	2	-23	-2	.	0	-3	-3	0.7
CC1(C)C(c2ccccc2)=[N+]([O-])CN1O	0.9	0	-19	3	-1	-16	10	-1	0.7
CCC1CCCCN1CCNS(=O)(=O)c1ccc2c(c1)oc(=O)n2C (stereo not drawn)	-0.2	-1	10	1	-13	-3	2	-8	-0.3
COc1cccc(CC(NC(C)=O)C(=O)NC2CCN(c3nnnn3-c3ccccc3)CC2)c1 (stereo not drawn)	0.0	-2	-14	0	3	-24[fluorescence artefact?]	3	-18	-0.7
CCOC(=O)Cc1c(C)nc(Cc2ccc(OC(C)C)cc2)[nH]c1=O	-0.2	0	7	3	-6	-2	3	-13	0.3
CCOc1ccc(NC(=O)COc2ccc(C(=O)NCCc3ccccc3)cc2)cc1	0.0	7	-1	-3	-7	-1	2	9	-1.3
CC(=O)c1c(C)[nH]c(C(=O)CSc2nc3ccc(C)cc3[nH]2)c1C	-0.5	-3	-26	1	-9	-2	8	-12	0.7
Cc1onc(-c2c(F)cccc2Cl)c1C(=O)NNC(=O)C1CCN(Cc2cccc(F)c2)CC1	-0.5	0	-8	1	-11	1	9	-8	1.3
COCCn1c(N2CCN(c3ccccc3)CC2)nc2c1c(=O)n(C)c(=O)n2C	0.8	-1	-6	-3	20	1	4	-5	-1.6
Cc1ccc(C(=O)N2CCN(c3cccc(Cl)c3)CC2)cc1C	0.5	-2	-1	-2	-1	-5	1	-3	0.0
CCSC1=N/C(=C\c2ccc(C)s2)C(=O)S1	0.7	0	7	2	-7	1	3	-4	0.4
COC(=O)c1ccc(NC(=O)CSc2ccccc2)cc1	1.0	1	-3	2	-4	-5[fluorescence artefact?]	5	-11	0.6
CCc1nc(SCC(=O)c2ccccc2)c2c(=O)n(C)c(=O)n(C)c2n1	1.4	-1	9	2	-12	-2	-4	11	-1.4
O=C(Cn1cnc(Cl)c1Cl)c1ccccc1	-0.8	-4	-14	6	-6	-4	1	-33	-1.1
N#CCCn1nc(-c2ccccc2)cc1Nc1ccccc1NC(=O)C(F)(F)F	-0.5	4	9	2	-9	3	8	-12	2.4
COC(=O)Cn1c2ccc(C)cc2c2nc(C)sc21	0.3	-2	-5	-4	-4	4	-1	2	-1.0
CNC(=O)c1nc(C)n(-c2ccc(Cl)cc2Cl)n1	0.1	5	6	-1	5	0	6	-8	1.5
CNNC(=O)C(C)NC(=O)c1ccc(Br)cc1 (stereo not drawn)	2.0	-3	-7	-6	-10	-10[fluorescence artefact?]	-2	-1	3.0
Cc1cccc(NC(=O)c2ccc([N+](=O)[O-])cc2Cl)n1	0.2	-1	-4	-4	-8	-3	3	-8	0.3
CC(C)OC(=O)c1c2c(n3ccccc13)C(=O)c1ccccc1C2=O	0.3	-2	4	-1	-12	1[fluorescence artefact?]	3	-2	-2.3

Ordered by molecular weight (ascending): some entries from above.
SMILES	PERK inh	Wee1 stabilizer	NPY-Y2 PAM-ag	Ba/F3 V617F tox	Mdm2 ligase inh	eIF4E 4G PPI	BaF3 tox	S1P4 antagonist	S1P4 ag
CNNC(=O)C(C)NC(=O)c1ccc(Br)cc1 (stereo not drawn)	2.0	-3	-7	-6	-10	-10[fluorescence artefact?]	-2	-1	3.0
CCc1nc(SCC(=O)c2ccccc2)c2c(=O)n(C)c(=O)n(C)c2n1	1.4	-1	9	2	-12	-2	-4	11	-1.4
COCCn1c(N2CCN(c3ccccc3)CC2)nc2c1c(=O)n(C)c(=O)n2C	0.8	-1	-6	-3	20	1	4	-5	-1.6

More results follow.
SMILES	PERK inh	Wee1 stabilizer	NPY-Y2 PAM-ag	Ba/F3 V617F tox	Mdm2 ligase inh	eIF4E 4G PPI	BaF3 tox	S1P4 antagonist	S1P4 ag
Cc1nc2c(-c3ccccc3)c(C)[nH]n2c(=O)c1Cl	-0.4	0	6	0	-19	4	0	3	0.7
N#C/C(=C\c1coc2ccccc2c1=O)C(N)=S	0.9	-2	-15	-2	-1	-1	5	-27	4.8
O=C(/C=C/c1ccccc1)Nc1ccc2c(c1)OCCO2	0.5	5	3	-1	-58	-1	6	-4	2.5
CC(C)CCNC(=O)C1(c2cccs2)CCOCC1	0.3	3	-6	-1	-31	1	3	-2	0.1
OCCCc1nc2ccccc2[nH]1	1.0	-1	0	3	-2	1	7	-8	0.7
O=C(CSc1nnc(C2COc3ccccc3O2)o1)Nc1nccs1 (stereo not drawn)	-0.3	3	-6	-3	-7	-1[fluorescence artefact?]	6	-10	0.3
CC(C)CC(NC(=O)C(CC(C)C)NC(=O)OC(C)(C)C)C(N)=O (stereo not drawn)	-0.1	1	4	0	.	0[fluorescence artefact?]	1	11	0.6
CCOC(=O)Nc1ccc2c(c1)nc(CN1CCCCC1)n2C	-0.1	-2	7	1	-6	-2	7	-7	1.6
CCCN(Cc1ccc(N(CC)CC)cc1)CC1CC1	-0.3	-3	0	2	4	-2	1	-14	-0.7
Cc1ccc(N=Cc2cc(C)n(C3CCCC3)c2C)cc1	2.3	-1	-8	0	-4	0	4	12	1.2
CCCc1nc2oc3cc(OC)ccc3c(=O)c2c(=O)n1CCc1ccccc1	-0.8	5	-4	0	-13	7	-3	11	1.4
CC(C)NC(=O)COC(=O)c1cc(=O)[nH]c2ccccc12	0.7	0	14	-3	-5	4	0	-13	-0.5
C(#Cc1ccccc1)CN1CCN(c2ccccn2)CC1	0.7	5	-19	0	-1	-7	5	-14	0.3
O=C(C(Sc1ccccc1)c1ccc(Br)cc1)N1CCOCC1 (stereo not drawn)	0.1	-1	10	2	-12	-2[fluorescence artefact?]	9	-12	-0.4
CC(C)C(=O)NC(c1ccc([N+](=O)[O-])cc1)c1c(O)ccc2ccccc12 (stereo not drawn)	-0.2	1	11	0	-9	3	4	-8	0.5
COc1ccccc1N(CC(=O)Nc1ccccc1C(=O)NC(C)C)S(C)(=O)=O	-0.6	-1	-20	2	-6	4	8	-6	1.4
COc1ccc(N(CC(=O)Nc2ccc(F)cc2)S(=O)(=O)c2ccccc2[N+](=O)[O-])c(OC)c1	0.1	-1	5	-2	-8	2	6	-17	0.4
COc1cccc(CN2C(=O)CCC2(C)C(=O)NC2CCCCCC2)c1 (stereo not drawn)	-0.6	0	-2	2	-25	-9[fluorescence artefact?]	1	8	0.0
Nc1nc2ccc(Oc3ccccc3)cc2s1	0.7	0	31	-2	-15	2	-1	-9	1.2
COC(=O)c1c(N)sc2c1CC(C)(C)OC2	1.0	0	-12	2	-10	0	9	5	-0.3
CCOC(=O)NC(=O)C(=CNc1ccc(C)cc1)C(=O)NC(=O)OCC	0.2	-1	9	-4	-14	-5	0	4	0.1
COc1ccc(/C=N/n2c(=S)n(C)c3ccccc32)cc1OC	-0.1	0	-22	3	-12	-14	3	-11	-1.3
Cc1ccc(NC(=S)N/N=C2/CCCc3c(C)cc(C)cc32)cc1	0.3	-2	2	-1	-15	-7	2	1	-0.5
O=C(c1cc2nc(-c3cccs3)cc(C(F)(F)Cl)n2n1)N1CCCc2ccccc21	1.1	-1	-15	-4	-20	-1	-1	6	-0.3
O=C(O)CCCN1C(=O)c2ccc(Oc3cccc([N+](=O)[O-])c3)cc2C1=O	0.1	4	12	-2	-13	1	0	-1	2.2
COc1ccc(C)cc1NC(=O)c1ccc([N+](=O)[O-])cc1[N+](=O)[O-]	0.9	1	0	-1	-3	-5	3	-13	0.0
OC(COc1ccc2ccccc2c1)CN1CCCC1 (stereo not drawn)	-0.7	-1	-13	-2	-8	0	2	-24	-1.4
COc1ccc(OCCSc2nnc3sc4ccccc4n23)cc1	1.1	3	-17	0	-13	13	2	4	-1.2
O=C(c1ccc(Cn2c(=O)[nH]c3ccccc3c2=O)cc1)N1CCN(c2ccccc2)CC1	-1.0	-1	-2	-1	-3	-10	2	1	0.0
COc1cc(NC(=O)COC(=O)CCc2cc(OC)c(OC)c(OC)c2)cc(OC)c1	0.5	-4	-11	3	0	-1	6	-6	-0.7
Cc1ccc(C2C3=C(CCCC3=O)N=C3c4ccccc4C(=O)C32)cc1 (stereo not drawn)	-0.5	-2	6	-3	6	12	2	-17	0.6
CCCCc1nc(NCC2CCCO2)c(C#N)c2c1COC(C)(C)C2 (stereo not drawn)	0.8	2	22	-2	-20	2	4	-4	-0.7
O=C(CSc1ccc2nnc(-c3ccccc3)n2n1)NCc1ccc2c(c1)OCO2	0.0	1	-4	-1	-23	-6	4	7	1.5
CCN1C(=O)CCCc2ccccc21	0.7	0	7	3	-3	4	4	0	-2.1
CC(Cc1ccsc1)NC(=O)CCc1nnc(COc2ccccc2)o1 (stereo not drawn)	0.7	5	2	-1	0	0	9	-5	-0.8
Cc1c(NC(=O)c2cc3nc(-c4ccc(Br)cc4)cc(C(F)(F)F)n3n2)c(=O)n(-c2ccccc2)n1C	-1.3	8	5	2	.	-4	94*	1	-0.7
O=C(O)C1C2C=CC(C2)C1C(=O)N1CCN(C/C=C/c2ccccc2)CC1 (stereo not drawn)	1.1	-2	-9	3	-28	-1	10	-12	-2.4
CCN1CN=C(NS(=O)(=O)c2ccc(C)cc2)NC1	-0.6	-3	2	-1	-26	5	3	3	2.1
O=C(O)c1ccccc1OC(=O)C12CC3CC(CC(C3)C1)C2	0.1	0	7	-3	-6	7	4	4	1.8
Cc1cc(C)cc(NC(=O)CN2CCC(NC(=O)Cc3ccccc3)CC2)c1	-0.3	0	-10	1	3	3	1	-3	1.8
CC1(C)CC(=O)C2=C(C1)N(c1ccccc1C#N)C(N)=C(C#N)C2c1cccs1 (stereo not drawn)	-1.9	-2	6	-3	-40	-6[fluorescence artefact?]	3	1	-0.9
CCCCN(C)C(=O)CSc1nc(NCc2ccc(OC)cc2)c2ccccc2n1	-1.2	0	-36	1	-20	0	3	-18	0.1

Source: PubChem BioAssay
